From PubChem
All columns: NCI-60 one-dose screen, growth in % after 48 h at 10 µM unless noted; 100 = growth as untreated, 0 = no growth, -100 = all killed.
OVCAR-5 – OVCAR-5 ovarian cancer; 82,000 compounds, 2.9% hits; AID 1794783
OVCAR-3 – OVCAR-3 ovarian cancer | 79,000 compounds, 7% hits | AID 1794787
PC-3 – PC-3 prostate cancer cells; 80,000 compounds, 3.9% hits; AID 1794754
OVCAR-8 – OVCAR-8 ovarian cancer | 81,000 compounds, 4.4% hits
OVCAR-4 – OVCAR-4 ovarian cancer cells; 80,000 compounds, 3.7% hits
DU-145 – DU-145 prostate cancer; 81,000 compounds, 4.2% hits
KM12 – KM12 colon cancer cells | 82,000 compounds, 5% hits | AID 1794800
SW-620 – SW-620 colon cancer; 82,000 compounds, 5.2% hits; AID 1794795
HCC-2998 – HCC-2998 colon cancer. 79,000 compounds, 4.7% hits. AID 1794799
Starred values were filed as active, the others as inactive; · = not tested or not shown; & = joins results of further samples. How the source made its calls: active means growth percent below 10; inactive means the rest.

smiles	DU-145	OVCAR-8	OVCAR-3	KM12	HCC-2998	SW-620	OVCAR-4	OVCAR-5	PC-3
CC1(C)C(=O)/C(=C\c2ccco2)C[C@]2(C)[C@H]3CC[C@@H]4[C@@H](C(=O)/C=C/c5ccco5)CC[C@@]4(C)[C@]3(C)CC[C@@H]12	75	80	95	101	108	71	84	115	80
Cc1ccc(C(=O)C2CC2)cc1C	·	99	110	109	101	103	·	96	107
COc1ccc(-c2cncn2-c2ccc(-c3nc4ccc(F)cc4s3)cc2)cc1N	129	93	110	115	117	108	96	94	89
COc1cc(-c2nn(-c3cccc(NC(=O)CCNc4ccc(N5CCOCC5)cc4)c3)cc2-c2ccncc2)ccc1Cl	29	7.7*	14	20	43	19	26	49	8.1*
O=C1/C(=C/C2=Cc3ccccc3OC2)SC(=S)N1c1ccc(F)cc1	104	105	109	98	107	107	96	100	115
COc1c(OC(C)=O)ccc(C=O)c1[N+](=O)[O-]	113	98	119	107	118	104	·	106	84
CC(C)Nc1ccncc1CO	109	100	105	104	101	103	105	102	98
Cc1cc2ccccc2cn1	122&114	102	111&112	108&106	118&112	116&104	90&108	107&107	96&95
Cc1occc1-c1nc2s/c(=C\c3cn(-c4ccccc4)nc3-c3ccccc3)c(=O)n2n1	106	101	·	102	101	98	97	99	91
COc1cc(C(C)(C)C)cc(CN(C)C)c1O	112	110	·	101	100	109	102	108	101
CCOC(=O)CC[C@H](NC(=O)c1ccc(NC)c2ccccc12)C(=O)OCC	104	95	102	103	115	94	104	101	80
N#Cc1cnn(C(=O)c2ccccc2Br)c1NC(=O)c1cccc(Cl)c1	110	102	118	106	105	·	104	99	106
Cc1nc(Nc2ccc(NC(=S)Nc3ccccc3)cc2)c2ccccc2n1	125	101	118	104	104	106	121	110	99
CCCn1cc(-c2nc(Nc3ccc(C(=O)NCCCCNc4cccc5c4C(=O)N(C4CCC(=O)NC4=O)C5=O)cc3)nc3[nH]ccc23)cn1 (stereo not drawn)	64	6.6*	36	6.1*	5.8*	9.1*	9.8*	54	3.6*
O=C1Nc2ccc(F)cc2C12OC2c1cccc([N+](=O)[O-])c1 (stereo not drawn)	113	104	113	98	112	111	107	110	98
Brc1ncnc2nc[nH]c12	113	104	118	110	121	113	109	98	114
COc1ccc(/C=C(/C#N)n2nnc3cccc(F)c32)cc1	-11*	11	-19*	5.5*	36	12	30	20	27
COc1ccc(-c2nc3c(N)c(CO)c(C)nc3o2)cc1	102	110	103	97	87	118	104	85	103
CC(/C=N/NC(=S)Nc1ccccc1)=C\c1ccccc1	99	102	115	100	110	112	110	107	88
C=CCc1cc(Cl)ccc1N1C(=O)CN(Cc2ccccc2)C(=O)C1c1ccccc1 (stereo not drawn)	97	101	101	89	82	97	75	100	76
COc1ccc(C(=O)c2cc(S(=O)(=O)O)c(OC)cc2O)c(O)c1	120	101	122	116	·	96	127	102	105
CC(C)c1ccc(/C=N\NC(=O)N/N=C/c2ccc(C(C)C)cc2)cc1	115	102	110	108	116	105	114	108	96
C=C(C)[C@@H]1CC[C@]2(C(=O)N[C@H](CO)Cc3ccccc3)CC[C@]3(C)[C@H](CC[C@@H]4[C@@]5(C)CCC(=O)C(C)(C)[C@@H]5CC[C@]43C)[C@@H]12	77	76	75	67	115	78	64	98	51
CCOC(=O)c1cn2c3c(c(C)cc(C)c3c1=O)C(=O)CC2	122	97	109	115	119	100	104	116	102
O=S(=O)(Nc1ncccn1)c1ccc(-n2c(-c3ccccc3O)nc(-c3ccccc3)c2-c2ccccc2)cc1	113	100	110	93	103	108	105	98	100
COc1ccc(C2=NN(C=O)C(c3sc(N(C)Cc4ccccc4)nc3Cl)C2)cc1 (stereo not drawn)	90	92	80	91	86	99	75	91	76
Cc1cccc(C)c1Nc1nnc(-c2c[nH]c3ccccc23)o1	107	101	121	102	119	100	102	103	76
Cc1ccccc1N1CCN(C2=C(Cl)C(=O)c3ncccc3C2=O)CC1	20	70	·	87	105	-28*	59	98	66
Cc1ccc(CSCCC(=O)Nc2cc(C(=O)Nc3cc(C(=O)NCCCN(C)C)n(C)c3)n(C)c2)cc1	133	120	119	113	117	108	107	106	108
Cc1ccc(-c2c(C#N)c(N)n(-c3cccc(C(F)(F)F)c3)c(=O)c2C#N)cc1	107	105	114	101	111	99	100	94	100
Nc1cc(N)c2c(c1)C(=O)c1ccccc1-2	121	100	118	105	106	107	89	112	·
CCOC(=O)C(CNc1ccc(OCc2ccccc2)cc1)NC(=O)c1ccccc1 (stereo not drawn)	113	95	113	105	112	100	104	89	86
COc1ccc(NC(=O)CSC(N)=O)cc1	115	98	117	115	89	109	118	106	95
O=C(Nc1cc(Cl)ccc1O)c1ccccc1Nc1ccnc(C(F)(F)F)c1	24	11	-6.9*	7.3*	3.9*	15	20	69	7.3*
CCN(CC)CCOc1cccc(NC(=O)CN(CC)CC)c1	116	108	117	112	107	105	101	88	99
CC(=O)C1CCC2C3CC=C4N(C)C(=O)CCC4(C)C3CCC12C (stereo not drawn)	117	101	110	112	101	110	100	110	85
O=C(CCN1CCCC1)c1ccc(Br)cc1	98	123	107	102	107	98	111	102	99
COc1ccc(Cl)cc1NC(=O)c1cc2c([nH]1)-c1nc(N)sc1CC2	110	101	110	106	117	113	109	104	103
O=C1CCC(C(=O)NNc2ccccc2[N+](=O)[O-])N1 (stereo not drawn)	109	113	109	101	91	115	101	100	105
CN(C)CCN1CCN(c2ncccc2C2Oc3ccccc3-n3cccc32)CC1 (stereo not drawn)	104	102	96	102	109	98	109	101	94
O=C1C(=O)N2C(c3ccccc3)[C@@]3(O)C=C[C@]24[C@@H](C3)[C@H](O)c2ccccc2N14 (stereo partly drawn)	115	99	112	106	114	104	110	104	97
CCOC(=O)C(C#N)=C1CCCCC1	106	106	104	108	99	100	111	91	90
C=C(C)[C@@H]1CC[C@]2(C(=O)Nc3cccnc3)CC[C@]3(C)[C@H](CC[C@@H]4[C@@](C)(CCC#N)[C@H](C(=C)C)CC[C@]43C)[C@@H]12	93	90	74	83	97	90	65	98	46
CN1CCN(Cc2ccc(NC(=O)c3ccc(C#N)c(C#Cc4cnc(N)c5ncccc45)c3)cc2C(F)(F)F)CC1	29	13	102	14	112	23	75	18	81
COc1ccc(S(=O)(=O)NCCNc2nccc(-c3c(-c4cccc([N+](=O)[O-])c4)nc4sccn34)n2)cc1	80	84	88	45	128	128	63	126	65
CC1=NCCN1CCNC(=O)c1ccc(C(=O)NCCN2CCN=C2C)cc1	112	103	100	101	·	104	101	105	88
COCCCNc1nc(NC(=O)c2ccc(F)cc2C)cc(-c2cccnc2)n1	110	92	106	104	103	109	117	106	96
CCCCCCCCCCCCOC(=O)OC1CCC2(C)C(=CCC3C2CCC2(C)C(C(C)CCCC(C)C)CCC32)C1 (stereo not drawn)	109	100	111	108	109	109	125	122	97
CC1CC(=O)C(C(C2=C(O)CC(C)CC2=O)c2ccccc2)=C(O)C1 (stereo not drawn)	111	107	112	99	107	99	108	102	96
CC(c1ccccc1)n1ccnc1CO (stereo not drawn)	113	112	115	109	91	98	·	104	95

Next part:
smiles	DU-145	OVCAR-8	OVCAR-3	KM12	HCC-2998	SW-620	OVCAR-4	OVCAR-5	PC-3
CC(C)c1ccc(C(=O)OCc2ccccc2)cc1	107	105	101	103	102	104	108	102	83
CC(C)OC(=O)Nc1cccc(C#N)c1	109	111	114	106	106	95	103	108	94
COc1ccc(NCc2cn(-c3ccc(C(=O)O)cc3)nc2-c2ccc(B(O)O)cc2)cc1C(F)(F)F	109	101	115	104	109	98	102	101	98
CCCS(=O)(=O)Nc1cc(-c2cc(C#CCN3CCN(C)CC3)cnc2N)cc(F)c1OC	106	104	·	106	99	107	103	96	97
COc1ccc(/C=N\NC(=O)CCCCCCCCC(=O)N/N=C\c2ccc(OC)cc2)cc1	99	93	105	105	106	101	103	90	93
COCCCN(Cc1cc(OC)c(OC)c(OC)c1)C(=S)Nc1cccc(SC)c1	102	95	91	94	96	105	74	115	88
NC(=O)NCOC(=S)S	102	101	101	99	103	103	91	105	106
O=C(/C(Br)=C/c1ccccc1)c1ccccc1	64	-26*	-32*	53	94	-77*	26	58	88
COc1ccc(-c2nn(-c3cccc(Cl)c3)cc2C2CC(c3ccccc3)=NN2)cc1 (stereo not drawn)	114	96	105	102	99	95	90	108	83
NS(=O)(=O)c1ccc(NC(=O)Nc2cnn(-c3ccc(S(N)(=O)=O)cc3)c2-c2ccccc2)cc1	114	107	110	111	105	103	96	100	102
COc1ccc(-c2c(C(N)=O)c(N)n(Cc3nc4ccccc4[nH]3)c(=O)c2C#N)c(OC)c1	112	97	·	100	110	105	108	110	97
CC(C)=CCC[C@](C)(O)[C@H]1CC[C@]2(C)[C@@H]1CC[C@@H]1[C@@]3(C)C/C(=C/c4cccnc4)C(=O)C(C)(C)[C@@H]3CC[C@]12C	99	93	98	101	113	97	91	112	74
COc1cc(Nc2nc3ccccc3cc2C(=O)Nc2ccc(F)cc2)cc(OC)c1OC	80	50	46	48	87	66	62	81	61
COC(=O)C1=C(C(C)=O)C(c2cc(OC)c(OC)c(OC)c2)C(C#N)=C(N)O1 (stereo not drawn)	102	104	100	104	·	105	106	101	105
CCOC(=O)c1c(CSc2ccccc2)n(C)c2cc(CN(C)C)c(O)c(CN(C)C)c12	61	30	14	40	12	23	37	63	25
CC(C)(C)CC(C)(C)NCC(O)COc1ccc(Cl)cc1Cl (stereo not drawn)	115	98	115	110	110	107	101	108	97
O=C(Cn1c(/C=C/c2ccc3c(c2)OCO3)nc2ccccc2c1=O)Nc1ccc(Cl)cc1	114	112	114	107	136	108	108	105	97

Arranged by molar mass (smallest number first): part of the list above.
smiles	DU-145	OVCAR-8	OVCAR-3	KM12	HCC-2998	SW-620	OVCAR-4	OVCAR-5	PC-3
COc1ccc(NC(=O)CSC(N)=O)cc1	115	98	117	115	89	109	118	106	95
O=C1Nc2ccc(F)cc2C12OC2c1cccc([N+](=O)[O-])c1 (stereo not drawn)	113	104	113	98	112	111	107	110	98
COc1ccc(Cl)cc1NC(=O)c1cc2c([nH]1)-c1nc(N)sc1CC2	110	101	110	106	117	113	109	104	103
Cc1nc(Nc2ccc(NC(=S)Nc3ccccc3)cc2)c2ccccc2n1	125	101	118	104	104	106	121	110	99
O=C(Nc1cc(Cl)ccc1O)c1ccccc1Nc1ccnc(C(F)(F)F)c1	24	11	-6.9*	7.3*	3.9*	15	20	69	7.3*
C=CCc1cc(Cl)ccc1N1C(=O)CN(Cc2ccccc2)C(=O)C1c1ccccc1 (stereo not drawn)	97	101	101	89	82	97	75	100	76
COc1ccc(C2=NN(C=O)C(c3sc(N(C)Cc4ccccc4)nc3Cl)C2)cc1 (stereo not drawn)	90	92	80	91	86	99	75	91	76
COc1ccc(S(=O)(=O)NCCNc2nccc(-c3c(-c4cccc([N+](=O)[O-])c4)nc4sccn34)n2)cc1	80	84	88	45	128	128	63	126	65
